Source: PubChem BioAssay
TLR9-MyD88 inh: blocks human TLR9 binding to MyD88; Q9NR96+Q99836; CHO BLA complementation TLR9-MyD88, CCF4 FRET ratio; inhibition, % at 4.98 µM; 0.21% of 340,000 active; AID 504734;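 active = inhibition above the mean over all tested compounds plus 3 SD, cut at about 21% in these data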;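 note: 0% = DMSO only wells and 100% = clavulanate BLA inhibitor control wells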
Target sequence (Q99836 whole entry, looked up): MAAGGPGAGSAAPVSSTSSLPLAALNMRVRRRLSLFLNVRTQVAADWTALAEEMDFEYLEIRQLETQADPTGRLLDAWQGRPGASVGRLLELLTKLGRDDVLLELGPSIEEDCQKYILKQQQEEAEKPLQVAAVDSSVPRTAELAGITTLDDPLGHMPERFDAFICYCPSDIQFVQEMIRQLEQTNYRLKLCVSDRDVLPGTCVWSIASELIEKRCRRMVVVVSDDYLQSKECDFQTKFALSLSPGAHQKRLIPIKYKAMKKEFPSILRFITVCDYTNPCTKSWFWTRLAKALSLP
Target sequence (Q9NR96 whole entry, looked up): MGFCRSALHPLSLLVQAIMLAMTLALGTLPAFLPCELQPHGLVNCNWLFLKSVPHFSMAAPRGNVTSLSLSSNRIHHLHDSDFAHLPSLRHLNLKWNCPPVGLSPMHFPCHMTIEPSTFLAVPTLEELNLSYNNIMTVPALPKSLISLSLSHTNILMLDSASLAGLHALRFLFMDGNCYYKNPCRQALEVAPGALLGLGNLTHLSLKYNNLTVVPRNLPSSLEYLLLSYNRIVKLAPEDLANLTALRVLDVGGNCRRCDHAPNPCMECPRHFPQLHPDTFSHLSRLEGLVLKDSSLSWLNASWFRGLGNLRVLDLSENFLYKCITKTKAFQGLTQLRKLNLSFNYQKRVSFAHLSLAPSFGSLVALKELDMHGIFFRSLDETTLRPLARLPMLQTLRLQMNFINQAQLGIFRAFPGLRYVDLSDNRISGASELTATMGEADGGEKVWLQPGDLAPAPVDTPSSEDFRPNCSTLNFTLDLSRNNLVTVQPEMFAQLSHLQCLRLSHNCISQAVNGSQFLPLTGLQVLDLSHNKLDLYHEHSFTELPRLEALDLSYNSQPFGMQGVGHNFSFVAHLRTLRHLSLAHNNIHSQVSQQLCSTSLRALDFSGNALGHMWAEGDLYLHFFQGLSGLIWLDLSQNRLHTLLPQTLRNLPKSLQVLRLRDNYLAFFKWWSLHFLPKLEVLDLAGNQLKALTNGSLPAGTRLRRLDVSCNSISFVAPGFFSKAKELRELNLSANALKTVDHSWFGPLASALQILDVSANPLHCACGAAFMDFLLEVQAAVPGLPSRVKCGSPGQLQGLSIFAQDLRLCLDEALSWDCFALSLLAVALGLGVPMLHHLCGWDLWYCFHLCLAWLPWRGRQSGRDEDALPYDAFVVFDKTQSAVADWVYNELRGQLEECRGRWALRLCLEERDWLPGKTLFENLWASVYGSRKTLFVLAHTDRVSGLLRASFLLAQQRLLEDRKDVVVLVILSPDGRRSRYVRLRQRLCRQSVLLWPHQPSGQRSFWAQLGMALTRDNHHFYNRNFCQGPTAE
ABCB6 inh 2: inhibitors of human ABC transporter ABCB6; Q9NP58; K562-ABCB6 porphyrin accumulation, flow cytometry, 1 h; hits give low values; fluorescence ratio to DMSO, % at 10 µM; 0.19% of 360,000 active; AID 602162;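 active = fluorescence ratio to DMSO below 75%, the collection mean minus 3 SD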;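 note: signal is porphyrin accumulated inside mitochondria; 100% equals median channel fluorescence of DMSO control wells; lower ratio means ABCB6 inhibition with less porphyrin fluorescence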
NCOA2 inhibitor: inhibits human steroid receptor coactivator 2; 0.17% of 370,000 active; inhibition, % at 9 µM; HEK293 GAL4-SRC2 luciferase reporter, luminescence;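 active = inhibition above the mean inhibition of all tested compounds plus 3 SD, set per campaign, cut at about 52% in these data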;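 note: 0% = DMSO treated cells and 100% = cells given Gossypol at 36 µM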
H9c2 protect: protects H9c2 cardiomyocytes from peroxide injury. H2O2 injury protection, ATPLite, 2 h. protection from H2O2 cell death, % at 20 µM. 0.63% of 360,000 active;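 active = compounds giving at least 50% protection of heart cells from peroxide-induced death in the single-dose screen, raw or plate-pattern-corrected value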;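 note: 0% = DMSO wells with peroxide and 100% = DMSO wells without peroxide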
m5-HT2A agonist: activates the mouse 5-HT2A serotonin receptor | activation, % at 7.6 µM | CHO-K1 mHTR2A beta-arrestin complementation, luminescence; percent of 30 µM serotonin response | 0.66% of 360,000 active | P35363;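 active = activation above a run cutoff, the mean activation of all tested compounds plus 3 SD, cut at about 14% in these data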;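 note: 0% = plate median of compound wells and 100% = 30 µM serotonin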
MC4R antagonist: human MC4R antagonism in cAMP assay. AID 540295. P32245. 0.48% of 360,000 active. inhibition, % at 6.5 µM. MC4R-expressing cells, MTII-stimulated cAMP, LANCE TR-FRET;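 active = inhibition above its plate's cutoff, the mean of tested wells on that plate plus 3 SD, cut at about 29% in these data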;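 note: 0% = Melanotan II alone and 100% = Melanotan II plus saturating MCL0020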
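material = U2OS cells stably expressing human melanocortin 4 receptor (MC4R) | also added = Melanotan II challenge | dosing = single nominal compound dose of 6.5 µM | detection = TR-FRET with Eu-cAMP and labeled anti-cAMP, 671 nm | replication = singlicate | timing = compound 30 min, challenge 1 h, detection 1 h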
Glyco luc inh: N-linked glycosylation inhibition | reporter increase, % at 12.5 µM | AID 588692 | D54 ERlucT glycosylation luciferase reporter, 24 h; percent of 100 nM tunicamycin response | 0.23% of 360,000 active;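 active = mean luciferase reporter signal, scaled so untreated is 0 and the glycosylation-blocking control 100, at or above a set limit in every replicate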;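 note: luciferase carries N-glycosylation sites so blocking glycosylation raises the light; 0% = median of neutral control wells and 100% = median of 100 nM tunicamycin wells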
ABHD5 PLIN5 PPI: inhibitors of human ABHD5-perilipin-5 interaction; Split G. princeps luciferase complementation, luminescence, 4 h; inhibition, % at 4 µM; 0.78% of 360,000 active; AID 602281;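 active = inhibition above the mean inhibition across every tested compound plus 3 SD, cut at about 22% in these data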;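 note: 0% = DMSO only wells and the 100% control is not disclosed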
NOD2-RIPK2 inh: inhibitors of human NOD2-RIPK2 interaction; O43353; CHO BLA complementation NOD2-RIPK2, CCF4 ratio; inhibition, % at 4.98 µM; 0.38% of 360,000 active; AID 624267; in the data active = inhibition above about 21%;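 note: 0% = vehicle only and 100% = reference blocker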
MC4R barr agon: human MC4R agonism via beta-arrestin; activation, % at 8.9 µM; 0.98% of 360,000 active; P32245; U2OS MC4R beta-arrestin complementation, luminescence; percent of melanotan II response, DMSO zero;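 active = activation above a per-plate cutoff, the mean activation of sample wells on that plate plus 3 SD, cut at about 8% in these data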
An asterisk follows results filed as active. Some of the compounds tested; rates above refer to the full screens.

COCCNC(=S)N1CCN(S(C)(=O)=O)CC1 was read as TLR9-MyD88 inh -2, ABCB6 inh 2 98, NCOA2 inhibitor 10, H9c2 protect 9, m5-HT2A agonist -1, MC4R antagonist 3, Glyco luc inh 0, ABHD5 PLIN5 PPI 2, NOD2-RIPK2 inh -12 and MC4R barr agon -0.4.
`CN(C)S(=O)(=O)c1cc(C(=O)Nc2ccn(C)n2)c(Cl)cc1Cl` gave TLR9-MyD88 inh -5, ABCB6 inh 2 96, NCOA2 inhibitor -10, H9c2 protect 0, m5-HT2A agonist 1, MC4R antagonist -4, Glyco luc inh 2, ABHD5 PLIN5 PPI -1, NOD2-RIPK2 inh -1 and MC4R barr agon -3.0.
`CC1(C)Cc2c(c(N3CCOCC3)nc3snc(N)c23)CO1` gave TLR9-MyD88 inh 13, ABCB6 inh 2 82, NCOA2 inhibitor 6, H9c2 protect 25, m5-HT2A agonist -4, MC4R antagonist 3, Glyco luc inh 21, ABHD5 PLIN5 PPI -49, NOD2-RIPK2 inh -3 and MC4R barr agon -3.1.
Screening COc1ccccc1N1C(N)=NC(N)=NC12CCCCC2 returned TLR9-MyD88 inh 0, ABCB6 inh 2 93, NCOA2 inhibitor -16, H9c2 protect -1, m5-HT2A agonist 0, MC4R antagonist 9, Glyco luc inh 1, ABHD5 PLIN5 PPI 5, NOD2-RIPK2 inh 7 and MC4R barr agon 1.0.
COc1ccc(OC)c(/C=N\Nc2nccs2)c1 was read as TLR9-MyD88 inh 4, ABCB6 inh 2 97, NCOA2 inhibitor -13, H9c2 protect 0, m5-HT2A agonist 3, MC4R antagonist -5, Glyco luc inh 3, ABHD5 PLIN5 PPI -4, NOD2-RIPK2 inh -6 and MC4R barr agon -1.7.
Screening Cc1ccc(OCCCCn2cnc3ccccc32)c(C)c1 returned TLR9-MyD88 inh -7, ABCB6 inh 2 94, NCOA2 inhibitor 7, H9c2 protect -16, m5-HT2A agonist 5, MC4R antagonist -4, Glyco luc inh -2, ABHD5 PLIN5 PPI -5, NOD2-RIPK2 inh 2 and MC4R barr agon 3.1.
Screening COc1ccccc1-c1nnc(-c2ccc(C)cc2)o1 returned TLR9-MyD88 inh -4, ABCB6 inh 2 95, NCOA2 inhibitor -58, H9c2 protect -11, m5-HT2A agonist -3, MC4R antagonist -2, Glyco luc inh -7, ABHD5 PLIN5 PPI 0, NOD2-RIPK2 inh 2 and MC4R barr agon -0.6.
Cc1ccc(NC2CCCN(C(=O)CSc3ccccn3)C2)cc1C (configuration not stated) was read as TLR9-MyD88 inh 6, ABCB6 inh 2 104, NCOA2 inhibitor -21, H9c2 protect 1, m5-HT2A agonist 0, MC4R antagonist 0, Glyco luc inh 1, ABHD5 PLIN5 PPI 3, NOD2-RIPK2 inh -12 and MC4R barr agon -0.3.
For O=C(CC[C@H]1O[C@@H](n2ccc(=O)[nH]c2=O)[C@H](O)[C@@H]1O)N[C@H](Cc1ccccc1)C(=O)NC1CCCCC1 the results were ABCB6 inh 2 95, NCOA2 inhibitor -21, H9c2 protect 1, m5-HT2A agonist -1, Glyco luc inh -1, ABHD5 PLIN5 PPI 2 and NOD2-RIPK2 inh 6.
For CCC(C)NC(=O)C1c2ccccc2C(=O)N(c2ccc(OC)cc2)C1c1ccc(OC)cc1 (configuration not stated) the results were TLR9-MyD88 inh 2, ABCB6 inh 2 83, NCOA2 inhibitor -28, H9c2 protect 2, m5-HT2A agonist -2, MC4R antagonist -3, Glyco luc inh 0, ABHD5 PLIN5 PPI -2, NOD2-RIPK2 inh 2 and MC4R barr agon -1.1.
For COc1ccc(S(=O)(=O)N2CCc3ccccc32)cc1C(=O)OCC(=O)c1c(N)n(C)c(=O)n(C)c1=O the results were TLR9-MyD88 inh 9, ABCB6 inh 2 101, NCOA2 inhibitor 8, H9c2 protect 5, m5-HT2A agonist -1, MC4R antagonist 7, Glyco luc inh 3, ABHD5 PLIN5 PPI 4, NOD2-RIPK2 inh 2 and MC4R barr agon -0.9.
Screening Nc1c(-c2ccccc2Cl)cnn1-c1cccc([N+](=O)[O-])c1 returned TLR9-MyD88 inh 0, ABCB6 inh 2 96, NCOA2 inhibitor -50, H9c2 protect 0, m5-HT2A agonist -2, MC4R antagonist 10, Glyco luc inh 0, ABHD5 PLIN5 PPI -3, NOD2-RIPK2 inh 7 and MC4R barr agon 1.8.
`COc1cc(C(=O)O[C@H]2C/C(C)=C/CC[C@@]3(C)O[C@@H]3[C@H](O)[C@@H]2C(C)C)cc(OC)c1OC` gave TLR9-MyD88 inh 6, ABCB6 inh 2 99, NCOA2 inhibitor 10, H9c2 protect 21, m5-HT2A agonist 4, MC4R antagonist 7, Glyco luc inh 5, ABHD5 PLIN5 PPI 2, NOD2-RIPK2 inh -9 and MC4R barr agon 1.0.
For Cc1ccc(NC(=O)CCn2cnc3cc(C)c(C)cc32)cc1 the results were TLR9-MyD88 inh -9, ABCB6 inh 2 97, NCOA2 inhibitor -29, H9c2 protect -1, m5-HT2A agonist 1, MC4R antagonist 1, Glyco luc inh -3, ABHD5 PLIN5 PPI -12, NOD2-RIPK2 inh -12 and MC4R barr agon -0.4.
For Cc1ccccc1-c1cc2c(nn1)-c1ccccc1C2=O the results were TLR9-MyD88 inh 13, ABCB6 inh 2 90, NCOA2 inhibitor -29, H9c2 protect -23, m5-HT2A agonist -3, MC4R antagonist -10, Glyco luc inh -14, ABHD5 PLIN5 PPI -6, NOD2-RIPK2 inh -6 and MC4R barr agon -0.2.
CCc1ccccc1-n1cnc2cc(C(=O)O)ccc21 was read as TLR9-MyD88 inh 2, ABCB6 inh 2 99, NCOA2 inhibitor -11, H9c2 protect 7, m5-HT2A agonist -4, MC4R antagonist 6, Glyco luc inh 3, ABHD5 PLIN5 PPI -4, NOD2-RIPK2 inh 3 and MC4R barr agon -1.3.
Cc1ccc(NC(=O)N2CCCCCC2)cc1 was read as TLR9-MyD88 inh 0, ABCB6 inh 2 96, NCOA2 inhibitor -11, H9c2 protect 2, m5-HT2A agonist 0, MC4R antagonist 1, Glyco luc inh 0, ABHD5 PLIN5 PPI 3, NOD2-RIPK2 inh 1 and MC4R barr agon -2.6.
Screening CCCCNC(=O)C[C@@H]1C[C@@]2(C(=O)OC)CCCCC=C2N(Cc2ccc3c(c2)OCO3)C1=O returned NCOA2 inhibitor 1, m5-HT2A agonist 6, ABHD5 PLIN5 PPI -12 and NOD2-RIPK2 inh -5.
`CN1CCN(c2nc(-c3ccc(Cl)s3)cs2)CC1` gave TLR9-MyD88 inh 0, ABCB6 inh 2 109, NCOA2 inhibitor -4, H9c2 protect 4, m5-HT2A agonist -7, MC4R antagonist 15, Glyco luc inh -2, ABHD5 PLIN5 PPI -13, NOD2-RIPK2 inh -2 and MC4R barr agon 1.7.
`N#Cc1ccc(-c2cccnc2)nc1SCC(=O)Nc1sc2c(c1C#N)CCC2` gave TLR9-MyD88 inh -2, ABCB6 inh 2 99, H9c2 protect -4, m5-HT2A agonist -3, MC4R antagonist 13, Glyco luc inh 0, ABHD5 PLIN5 PPI 1, NOD2-RIPK2 inh -3 and MC4R barr agon 6.6.
`CC(=O)Nc1ccc(S(=O)(=O)Nc2nc3ccccc3nc2Nc2ccc(O)cc2)cc1` gave TLR9-MyD88 inh -5, ABCB6 inh 2 97, NCOA2 inhibitor 19, H9c2 protect -3, m5-HT2A agonist -6, MC4R antagonist -1, Glyco luc inh 2, ABHD5 PLIN5 PPI 2, NOD2-RIPK2 inh 5 and MC4R barr agon -0.6.
CC(=O)Nc1ccc(S(=O)(=O)N2CCN(S(=O)(=O)N3CCCCCC3)CC2)cc1 was read as TLR9-MyD88 inh 10, ABCB6 inh 2 97, NCOA2 inhibitor -2, H9c2 protect -10, m5-HT2A agonist -4, MC4R antagonist 11, Glyco luc inh -2, ABHD5 PLIN5 PPI -4, NOD2-RIPK2 inh 0 and MC4R barr agon 0.2.
Screening CN(c1ccccc1)S(=O)(=O)c1cccc(NC(=O)CSc2nncs2)c1 returned TLR9-MyD88 inh -10, ABCB6 inh 2 95, NCOA2 inhibitor 12, H9c2 protect -18, m5-HT2A agonist 0, MC4R antagonist 0, Glyco luc inh -4, ABHD5 PLIN5 PPI -4, NOD2-RIPK2 inh 2 and MC4R barr agon -1.1.
Screening Cc1ccc(S(=O)(=O)N2c3ccccc3OCC2c2ccccc2)cc1 (configuration not stated) returned TLR9-MyD88 inh -16, ABCB6 inh 2 89, NCOA2 inhibitor 17, H9c2 protect -10, m5-HT2A agonist -7, MC4R antagonist 2, Glyco luc inh 0, ABHD5 PLIN5 PPI -9, NOD2-RIPK2 inh -14 and MC4R barr agon -1.9.
Screening COc1ccc(-c2sc3cc4c(cc3c2C#Cc2cncn2C)OCO4)cc1 returned TLR9-MyD88 inh 7, ABCB6 inh 2 105, NCOA2 inhibitor -21, H9c2 protect 0, m5-HT2A agonist 6, MC4R antagonist 4, Glyco luc inh 6, ABHD5 PLIN5 PPI 1, NOD2-RIPK2 inh -5 and MC4R barr agon -1.4.
Screening C/C(=N\NS(=O)(=O)c1ccc(C)cc1)c1ccc(C)s1 returned TLR9-MyD88 inh -10, ABCB6 inh 2 95, NCOA2 inhibitor 14, H9c2 protect -5, m5-HT2A agonist 0, MC4R antagonist 11, Glyco luc inh 1, ABHD5 PLIN5 PPI -3, NOD2-RIPK2 inh -10 and MC4R barr agon -0.1.
Screening COc1cc(C=O)ccc1OS(=O)(=O)c1ccccc1[N+](=O)[O-] returned TLR9-MyD88 inh -1, ABCB6 inh 2 102, NCOA2 inhibitor -11, H9c2 protect 17, m5-HT2A agonist 4, MC4R antagonist 9, Glyco luc inh -2, ABHD5 PLIN5 PPI 3, NOD2-RIPK2 inh 1 and MC4R barr agon -0.7.
`CS(=O)(=O)c1ccc(C(=O)OCc2nnc(-c3ccccc3)o2)cc1[N+](=O)[O-]` gave TLR9-MyD88 inh 20, ABCB6 inh 2 89, NCOA2 inhibitor -58, H9c2 protect -33, m5-HT2A agonist -3, MC4R antagonist -11, Glyco luc inh 15, ABHD5 PLIN5 PPI 15, NOD2-RIPK2 inh 21* and MC4R barr agon -0.9.
`Cc1nnc2ccc(-c3ccc(NC(=O)c4ccco4)cc3)nn12` gave TLR9-MyD88 inh 7, ABCB6 inh 2 94, NCOA2 inhibitor -14, H9c2 protect 13, m5-HT2A agonist 3, MC4R antagonist -3, Glyco luc inh 23, ABHD5 PLIN5 PPI 1, NOD2-RIPK2 inh 8 and MC4R barr agon -1.6.
Screening CCC(C)(NC(=O)c1ccc(=O)[nH]c1)C(=O)NC1CCCC1 (configuration not stated) returned TLR9-MyD88 inh -3, ABCB6 inh 2 100, NCOA2 inhibitor -6, H9c2 protect -1, m5-HT2A agonist 2, MC4R antagonist 4, Glyco luc inh 1, ABHD5 PLIN5 PPI -10, NOD2-RIPK2 inh -7 and MC4R barr agon -2.1.
C=CCN1C(=O)c2ccc(C(=O)N(C)CC(=O)Nc3c(C)cccc3C)cc2C1=O was read as TLR9-MyD88 inh -6, ABCB6 inh 2 102, NCOA2 inhibitor -2, H9c2 protect 6, m5-HT2A agonist 1, MC4R antagonist 3, Glyco luc inh 2, ABHD5 PLIN5 PPI -3, NOD2-RIPK2 inh -11 and MC4R barr agon -2.6.
